RAD54 branch: inhibitors of human RAD54 branch migration, primary screen, biochemical, fluorescence, single point; DNA repair and recombination protein RAD54-like (Homo sapiens), Q92698; RAD54 Holliday junction branch migration, FAM/BHQ fluorescence; inhibition, % at 10.4 µM; actives 0.14% (n = 360,000); AID 602329, 2012;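 active = mean normalized replicate activity at least 40 and at least half of replicates scoring 40 or more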;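 also: 0% = median of neutral control wells and 100% = median of positive control wells; inhibitors cause a drop in the FAM fluorescence signal; in these data hits start at about 50%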
F508del corr: F508del CFTR correction, initial screen, CFBE line, single point; CFBE cells, YFP halide quenching; stimulated with forskolin plus potentiator P3; % fluorescence drop versus neutral controls; activity (quench increase), % at 7.58 µM; actives 0.36% (n = 350,000);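 active = mean added fluorescence quench of at least 8% versus neutral control, with both replicates also reaching 8%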;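 also: cells transiently co-express mutant CFTR-F508del with the halide-sensitive YFP; corrector assay measuring rescue of mutant channel to the surface after 24 h compound exposure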
ARNT-TACC3 inh: disruptors of ARNT/TACC3 protein interaction, primary screen, biochemical, AlphaScreen, single concentration; AlphaScreen His-ARNT PAS-B/GST-TACC3 binding, luminescence; TACC3 fragment carries E629A point mutation; inhibition, % at 9.99 µM; Transforming acidic coiled-coil-containing protein 3 (Homo sapiens), Q9Y6A5; actives 0.66% (n = 390,000);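 active = mean inhibition of replicates at least 50% and at least half of replicates each reaching 50%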;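 also: 0% = complete ARNT plus TACC3 wells and 100% = ARNT alone without TACC3; many hits fall short of the cut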
RAD52 anneal inh: RAD52 DNA annealing inhibitors, primary screen, biochemical, FRET, single point, set 2. inhibition, % at 18.7 µM. actives 0.46% (n = 360,000). AID 651710, 2012. recombinant RAD52 DNA annealing, FRET fluorescence;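 active = every replicate showing at least 50% inhibition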
ERAP1 HTS inh: human ERAP1 aminopeptidase inhibitors, primary screen, biochemical, single point, plate reader. Endoplasmic reticulum aminopeptidase 1 (Homo sapiens), Q9NZ08. recombinant ERAP1, Leu-AMC fluorescence, 60 min. inhibition, % at 10.7 µM. actives 0.15% (n = 340,000). AID 652197, 2013;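 active = mean replicate inhibition of at least 30%, or all replicates individually reaching that 30% level; inactive = mean below 30% and not every replicate reaching it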;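 also: 0% = neutral control wells and 100% = L-leucinethiol positive control wells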
Target sequence (Q9NZ08 whole entry, looked up): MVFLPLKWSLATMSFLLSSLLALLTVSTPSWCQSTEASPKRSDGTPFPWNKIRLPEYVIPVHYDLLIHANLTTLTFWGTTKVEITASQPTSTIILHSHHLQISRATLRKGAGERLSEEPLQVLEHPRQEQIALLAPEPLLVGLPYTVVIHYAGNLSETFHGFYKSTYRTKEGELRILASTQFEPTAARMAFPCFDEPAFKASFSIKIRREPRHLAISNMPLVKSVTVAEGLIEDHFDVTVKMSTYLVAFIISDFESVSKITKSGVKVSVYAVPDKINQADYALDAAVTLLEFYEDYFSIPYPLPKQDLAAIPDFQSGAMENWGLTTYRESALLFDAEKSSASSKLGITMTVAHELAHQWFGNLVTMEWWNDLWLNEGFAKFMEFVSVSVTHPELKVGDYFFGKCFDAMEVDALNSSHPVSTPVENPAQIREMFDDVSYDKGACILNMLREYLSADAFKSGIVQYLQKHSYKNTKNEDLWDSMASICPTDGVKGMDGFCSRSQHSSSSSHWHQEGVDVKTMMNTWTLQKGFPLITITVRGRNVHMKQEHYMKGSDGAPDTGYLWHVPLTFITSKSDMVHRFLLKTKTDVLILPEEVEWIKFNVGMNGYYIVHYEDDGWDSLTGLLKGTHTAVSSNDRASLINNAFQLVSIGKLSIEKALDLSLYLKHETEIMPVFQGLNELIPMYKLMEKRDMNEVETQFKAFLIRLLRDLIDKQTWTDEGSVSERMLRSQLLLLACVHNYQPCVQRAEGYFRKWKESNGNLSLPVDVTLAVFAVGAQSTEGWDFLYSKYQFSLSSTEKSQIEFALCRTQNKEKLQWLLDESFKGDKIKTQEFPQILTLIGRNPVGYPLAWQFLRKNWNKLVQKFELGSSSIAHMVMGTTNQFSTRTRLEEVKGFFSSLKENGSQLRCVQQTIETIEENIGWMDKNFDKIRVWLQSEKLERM
INS-1E GSIS act: GLuc luminescence reporter in INS-1E cells, primary screen for activators of glucose-dependent secretion of insulin; activation, % at 16.6 µM; actives 0.61% (n = 370,000); AID 743287, 2014; INS-1E GLuc reporter insulin secretion, 2-3 h;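 active = lowest replicate activation of at least 40%, so every replicate reaches that level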;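 also: 0% = median of neutral control wells and 100% = median of IBMX positive control wells; some compounds called inactive have numbers as strong as hits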
Xi reactivation: activators of inactive X chromosome reactivation, primary screen, imaging, XiGFP fibroblasts, GFP high-content imaging, set 2. actives 0.055% (n = 360,000). AID 743238, 2013. XiGFP mouse fibroblasts, % GFP-positive cells imaging, 3 d; cells co-treated with 5-aza-dC sensitizer; scaled so ellipticine positive control = 100%. activation, % at 7.58 µM;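 active = mean normalized replicate activation at least 10% and every replicate at or above 10%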;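 also: 0% = median of on-plate neutral control wells and 100% = ellipticine 6 µM median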
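System: 68-5-11 XiGFP fibroblast line | Buffer or medium: DMEM containing 5-aza-dC | Compound: Single point | Times: Compounds 3 days, fix/stain 15 min at room temperature | Benchmarks: Positive control ellipticine, 6 µM final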
esBAF inh: Bmi1 luciferase reporter increase in mESCs, primary screen, esBAF inhibitor project, mouse ES cells, Bmi1 luciferase knock-in, single point | 24 h; 100% = twice the neutral-well signal | reporter increase, % at 12.5 µM | actives 2% (n = 350,000) | AID 602393, 2012; in the data active = activation above about 40%;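 also: 0% = median of the plate's neutral control wells and 100% = double that signal; a rise in the Bmi1 reporter signal indicates esBAF inhibition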
Active calls of the source: *; / = not tested or not shown.

1) COc1ccc(-c2csc(/C(C#N)=C\c3ccc(OC)c([N+](=O)[O-])c3)n2)cc1
2) Cc1cnc(C(=O)Nc2cc(F)ccc2C)cn1
3) CC(C)(C)NC(=O)NC(=O)COC(=O)CNS(=O)(=O)/C=C/c1ccccc1
4) C/C=C/c1ccccc1[C@@H]1[C@@H](CO)N(c2ncc(CC)s2)[C@H]1C#N
5) CCCC(=O)N1CCC1(C)C(=O)NS(=O)(=O)c1ccc(C#N)cc1 (stereo not given)
6) O=C(c1ccoc1)N1CCC2(CC1)Oc1ccc(F)cc1C(=O)C21CC(c2cccnc2)=NO1 (stereo not given)
screen / no.	1	2	3	4	5	6
ERAP1 HTS inh	/	2	0	0	7	0
INS-1E GSIS act	21	4	-51	-8	-3	-18
esBAF inh	/	/	8	/	15	2
F508del corr	/	-0.6	-1.6	1.4	-1.1	-2.6
Xi reactivation	-0.1	0.0	0.1	0.0	0.0	0.0
RAD54 branch	5	/	0	/	-4	-1
RAD52 anneal inh	/	-12	-2	1	-9	-16
ARNT-TACC3 inh	-3	21	1	/	/	2

Rewritten with values under each structure: part of the list above.
Screens in order: ERAP1 HTS inh | INS-1E GSIS act | esBAF inh | F508del corr | Xi reactivation | RAD54 branch | RAD52 anneal inh | ARNT-TACC3 inh
2: Cc1cnc(C(=O)Nc2cc(F)ccc2C)cn1
  2 | 4 | / | -0.6 | 0.0 | / | -12 | 21
3: CC(C)(C)NC(=O)NC(=O)COC(=O)CNS(=O)(=O)/C=C/c1ccccc1
  0 | -51 | 8 | -1.6 | 0.1 | 0 | -2 | 1
4: C/C=C/c1ccccc1[C@@H]1[C@@H](CO)N(c2ncc(CC)s2)[C@H]1C#N
  0 | -8 | / | 1.4 | 0.0 | / | 1 | /
5: CCCC(=O)N1CCC1(C)C(=O)NS(=O)(=O)c1ccc(C#N)cc1 (stereo not given)
  7 | -3 | 15 | -1.1 | 0.0 | -4 | -9 | /

(more compounds)
7) CC1=C(C(=O)OC2CCC(C)CC2)C(c2ccc(O)c([N+](=O)[O-])c2)NC(=O)N1 (stereo not given)
8) O=c1cc(CO)oc2ccccc12
9) CCN(CC(=O)Nc1cccc(F)c1)CC(=O)Nc1ccc2c(c1)OCCO2
10) COc1cc(-c2cc3nc(C)c(C)c(=O)n3[nH]2)cc(OC)c1OC
11) O=S(=O)(N[C@@H]1CC[C@@H](CCn2cc(Cc3ccccc3)nn2)O[C@H]1CO)c1ccccc1F
12) CCn1cc(C(=O)NC2CCCc3c2cnn3-c2cccc(C)c2C)cn1 (stereo not given)
screen / no.	7	8	9	10	11	12
ERAP1 HTS inh	2	2	-3	1	3	3
INS-1E GSIS act	/	6	0	0	-8	-23
esBAF inh	0	-3	-4	-14	2	-14
F508del corr	/	-2.4	-4.6	/	1.7	4.1
Xi reactivation	-0.2	0.0	-0.1	/	0.1	-0.1
RAD54 branch	-8	-6	8	18	6	-11
RAD52 anneal inh	0	-6	-13	6	2	-6
ARNT-TACC3 inh	2	1	/	12	-4	-13

13) CCc1ccc(S(=O)(=O)N2CCN(Cc3ccco3)CC2)cc1
14) COc1cc(C(=O)NCc2nnc(SCC(=O)c3ccccc3)o2)cc(OC)c1OC
15) Cc1ccc(C(=O)Nc2ccncc2)c(Cl)c1
16) [O-]/[N+](=C\c1ccco1)c1ccc(Cl)cc1
17) C[C@@H]1CCCCO[C@@H](CN(C)C)[C@H](C)CN([C@@H](C)CO)C(=O)c2cc(NS(C)(=O)=O)ccc2O1
18) Cc1ccc(S(=O)(=O)N2CCOCC2)cc1C(=O)OCC(=O)N1CCCCC1
screen / no.	13	14	15	16	17	18
ERAP1 HTS inh	-2	0	-2	5	1	-1
INS-1E GSIS act	-7	6	-10	-10	20	1
esBAF inh	-3	1	10	88*	5	-2
F508del corr	-0.2	-1.3	-3.6	-3.2	-1.1	-4.7
Xi reactivation	-0.1	0.0	0.3	0.0	0.3	0.0
RAD54 branch	-8	-2	3	-15	-8	2
RAD52 anneal inh	-16	-9	-2	6	-209	6
ARNT-TACC3 inh	/	10	8	-7	-5	1

19) C[C@H]1CN([C@@H](C)CO)C(=O)c2ccccc2-c2ccccc2CO[C@@H]1CN(C)C(=O)CCN(C)C
20) CN(c1cc(Cl)c2c(c1)OCO2)c1cc2c(c3c1ccn3C)C1CCC2C1 (stereo not given)
21) COc1ccc(NC(=O)N2C[C@@H](O)COC[C@H]3O[C@H](CC(=O)N4CCN(C)CC4)CC[C@@H]32)cc1
22) COc1ccc(S(=O)(=O)N(C)C[C@H]2Oc3ncc(-c4ccncc4)cc3C(=O)N([C@@H](C)CO)C[C@H]2C)cc1
23) O=C(C[C@H]1CC[C@@H](NS(=O)(=O)c2ccccc2)[C@H](CO)O1)NCCN1CCCCC1
24) O=C1C2C3C=CC(C2C(=O)N1c1cccc(O)c1)C1C2C(=O)N(c4cccc(O)c4)C(=O)C2C31 (stereo not given)
screen / no.	19	20	21	22	23	24
ERAP1 HTS inh	-7	2	1	6	-3	-3
INS-1E GSIS act	30	-9	-5	22	23	5
esBAF inh	-5	-1	3	-6	-2	-5
F508del corr	-0.1	0.5	-0.1	2.8	2.5	0.3
Xi reactivation	-0.4	/	0.0	-0.1	0.4	0.7
RAD54 branch	5	6	7	14	-1	-6
RAD52 anneal inh	3	-19	-4	2	-8	-35
ARNT-TACC3 inh	-1	/	14	5	-5	3

25) CCOc1ccc(/C=C2\SC(=S)N(C(C(=O)O)c3ccccc3)C2=O)cc1OC (stereo not given)
26) O=[N+]([O-])c1ccc(N2CCCCC2)nc1
27) COC(=O)c1cc(NC(=O)COC(=O)C2COc3ccccc3O2)cc(C(=O)OC)c1 (stereo not given)
28) CO[C@H]1CN(C)C(=O)c2ccc(NC(C)=O)cc2OC[C@H](C)N(C(=O)c2ccc(F)cc2)C[C@H]1C
29) CCOc1ccccc1NC(=O)c1oc2ccccc2c1NC(=O)C1CCCO1 (stereo not given)
30) COc1cc(C(=O)Nc2c(C)cc(C)cc2C)c([N+](=O)[O-])cc1OC
screen / no.	25	26	27	28	29	30
ERAP1 HTS inh	11	-1	1	3	-4	1
INS-1E GSIS act	54	2	10	-1	3	-3
esBAF inh	8	6	-4	0	-3	/
F508del corr	-2.4	-0.6	-1.3	-4.2	4.6	-1.8
Xi reactivation	-0.1	-0.1	0.0	0.4	0.0	0.0
RAD54 branch	-12	-1	-14	-11	-12	/
RAD52 anneal inh	-39	-7	-18	8	-4	-17
ARNT-TACC3 inh	0	-2	5	-3	-5	-3

31) CC(SC(=S)N1CCCC1)C(=O)O (stereo not given)
32) CO[C@@H](CN(C)Cc1cc(F)ccc1F)[C@@H](C)CN([C@H](C)CO)S(=O)(=O)c1ccc(F)cc1
33) O=C1CCCc2c1cc(C(=O)O)c(=O)n2-c1ccccc1
34) CCN1[C@H](C(=O)N(C)C)[C@@H](CO)[C@@H]2Cn3c(ccc(-c4ccc(F)cc4)c3=O)[C@@H]21
35) CO[C@H]1CN(C)C(=O)c2ccc(NS(=O)(=O)c3ccc(Oc4ccccc4)cc3)cc2OC[C@@H](C)NC[C@@H]1C
36) CCOC(=O)N1CCN(S(=O)(=O)N2CCCC(C(=O)NCCCN3CCCCC3)C2)CC1 (stereo not given)
screen / no.	31	32	33	34	35	36
ERAP1 HTS inh	1	-6	3	4	0	1
INS-1E GSIS act	4	/	-3	1	11	2
esBAF inh	/	2	5	1	-3	8
F508del corr	1.3	-1.1	-2.1	1.1	-1.4	0.7
Xi reactivation	0.1	/	0.0	0.4	0.2	-0.1
RAD54 branch	/	10	2	-17	16	-4
RAD52 anneal inh	-1	-1	-7	-10	30	-19
ARNT-TACC3 inh	/	2	-7	1	3	-5

37) CC(=C/c1ccccc1)/C=N/Nc1nc(N2CCCCC2)nc(N2CCCCC2)n1
38) CC(C)(C)NC(=O)CSc1nc(-c2ccc(F)cc2)cs1
39) COC(=O)CN=Cc1c(O)n(-c2ccc(Cl)cn2)c(=O)c2ccccc12
40) C[C@@H]1CN([C@H](C)CO)C(=O)c2cc(-c3ccc(F)cc3)cnc2O[C@@H]1CN(C)Cc1cccnc1
41) O=C(NC1CCCC1)C(c1ccccn1)N(C(=O)c1csnn1)c1ccccc1F (stereo not given)
42) Cc1cc(NC(=O)c2cccc(N3C(=O)CCC3=O)c2)no1
screen / no.	37	38	39	40	41	42
ERAP1 HTS inh	2	4	2	-4	-3	/
INS-1E GSIS act	-6	16	-14	13	-10	9
esBAF inh	2	/	/	1	-4	1
F508del corr	-1.2	-0.2	0.0	1.1	4.2	/
Xi reactivation	-0.1	-0.2	0.3	-0.5	0.1	/
RAD54 branch	7	/	/	-2	-9	6
RAD52 anneal inh	-40	1	-7	15	-2	/
ARNT-TACC3 inh	3	0	-2	-2	-12	0

43) Cc1nn(-c2nc3ccccc3[nH]2)c(N)c1-c1ccc(Cl)cc1
44) CCCNC(=O)N1CC2(CCN(C(=O)CC)CC2)c2c(n(C)c3cc(OC)ccc23)[C@@H]1CO
45) CCOC(=O)N1CCN(c2cc(C)nc3nc(C)nn23)CC1
46) CO[C@H]1CN(C)C(=O)c2cc(NC(C)=O)ccc2OC[C@@H](C)N(Cc2ccccn2)C[C@H]1C
47) Cc1nnc(NS(=O)(=O)c2ccc(N=Nc3ccc(N)nc3N)cc2)s1
48) Cc1cc(Nc2ccc(C)c(Cl)c2)nc(N2CCOCC2)n1
screen / no.	43	44	45	46	47	48
ERAP1 HTS inh	1	-2	0	-2	5	0
INS-1E GSIS act	-15	1	-12	-2	3	-58
esBAF inh	61*	/	0	3	6	/
F508del corr	-1.3	-1.4	-2.1	0.8	-1.0	-0.8
Xi reactivation	/	0.3	0.1	0.2	0.0	0.0
RAD54 branch	-10	/	-2	-4	9	4
RAD52 anneal inh	-2	-2	0	1	-23	-29
ARNT-TACC3 inh	21	/	/	-4	57*	/

49) O=C(C[n+]1ccc(C(=O)N/N=C/c2ccc(Br)cc2)cc1)c1ccccc1
50) Cc1ccccc1NC(=O)Cc1nc(-c2ccc3ccccc3c2)cs1
51) Oc1ccc(/C=N/N(Cc2ccccc2)c2ccccc2)c(O)c1O
52) COc1ccc(N2CC(O)(c3ccc(C)cc3)[N+]3=C2CCCC3)cc1 (stereo not given)
screen / no.	49	50	51	52
ERAP1 HTS inh	6	1	10	9
INS-1E GSIS act	14	1	-11	0
esBAF inh	5	/	/	/
F508del corr	0.2	/	-0.9	/
Xi reactivation	/	1.0	0.3	0.2
RAD54 branch	9	/	/	/
RAD52 anneal inh	23	-24	-8	-7
ARNT-TACC3 inh	13	1	10	0
